FLuc modulator – counter-screen for miR-21 project: firefly luciferase inhibitors or activators; P08659; AID 588342; 360,000 compounds, 6.9% hits; purified FLuc, Km substrates, luminescence inhibition; Potency, µM (highest dose often 57.5 µM), for inactives: at the top dose activity change, negative = inhibition, usual class: inhibitors;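 note: plate controls were vehicle for no effect and reference inhibitor for full effect; nearly all actives have a fitted effect of over 55% in size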
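Biochemical qHTS of compounds, final roughly 60 µM downward over six points, against 10 nM purified firefly luciferase using Km concentrations of substrates (10 uM D-luciferin, 10 uM ATP) in Tris acetate pH 7.5 buffer; luminescence output.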
BRCA1 expr act – BRCA1 expression activation. MCF7-BRCA1-FFLuc reporter, luminescence, 48 h; response scale: scaled: vehicle 0%, 10 µM genistein 100%. Potency, µM (doses to about 46.1 µM), for the others: at the highest dose activation, usual class: activators. 380,000 compounds, 1.1% hits; note: nearly all actives have a fitted effect of over 80% in size; some results filed as inactive show a strong effect at the top dose
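Compounds are tested at multiple concentrations on MCF7 BRCA1-luciferase reporter cells seeded at 2000 per well; after 48 h, a single luminescence end-point is taken and curves fitted to the normalized data.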
RORg inh – inhibitors of mouse ROR gamma transcriptional activity | P51450 | Drosophila S2 Gal4-RORgamma UAS-luciferase reporter, 20 h | Potency, µM (doses to about 53.6 µM), without a hit: top-dose activity change, negative = inhibition, hits mostly inhibitors | 310,000 compounds, 5.4% hits; note: % is set by controls: 0 for no effect and ±100 for the full control effect; nearly all actives have a fitted effect of over 60% in size
Target sequence (P51450 whole entry, looked up, the tested form may be a part): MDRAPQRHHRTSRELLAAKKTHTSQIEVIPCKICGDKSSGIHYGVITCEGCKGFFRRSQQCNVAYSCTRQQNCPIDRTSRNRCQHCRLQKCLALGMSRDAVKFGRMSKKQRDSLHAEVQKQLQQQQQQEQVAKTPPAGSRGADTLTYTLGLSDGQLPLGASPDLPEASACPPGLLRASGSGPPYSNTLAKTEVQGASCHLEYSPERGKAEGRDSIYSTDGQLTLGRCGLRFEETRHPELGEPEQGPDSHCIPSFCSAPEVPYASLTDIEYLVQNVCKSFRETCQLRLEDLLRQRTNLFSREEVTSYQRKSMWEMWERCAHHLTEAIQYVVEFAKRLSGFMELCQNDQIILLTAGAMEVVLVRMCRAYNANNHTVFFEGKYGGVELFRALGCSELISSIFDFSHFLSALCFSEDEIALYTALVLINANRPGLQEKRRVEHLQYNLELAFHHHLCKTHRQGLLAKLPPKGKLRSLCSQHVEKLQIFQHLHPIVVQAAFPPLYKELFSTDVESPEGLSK
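Using a luciferase readout, inhibitors were identified by reduced reporter activity in Drosophila cells coexpressing a copper-inducible Gal4–ROR gamma fusion and UAS-driven Photinus luciferase, incubated 20 hr after 700 uM copper sulfate.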
uPA surface inh – blocks generation of uPA at the cell surface; cell surface uPA generation assay, qHTS; Potency, µM (highest dose often 38.3 µM), without a hit: at the highest dose activity change, negative = inhibition, actives largely listed as inhibitors; 330,000 compounds, 0.31% hits; AID 540303; active = well fitted inhibition curve with a large enough effect; inconclusive = small, poorly fitted or top-dose-only effect; inactive = no such curve, though single readings can be large or run the other way; tested in mouse RAW 264.7 cells; note: % is set by controls: 0 for no effect and ±100 for the full control effect; nearly all actives have a fitted effect of over 55% in size
NPC1 promoter act – activates the NPC1 promoter; 320,000 compounds, 2.4% hits; Potency, µM (top dose mostly 9.22 µM), for inactives: top-dose activation, hits mostly activators; Huh7 NPC1 promoter luciferase reporter, 24 h;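 note: % of control where 0% means no effect; nearly all actives have a fitted effect of over 60% in size; reporter is driven by a mutant NPC1 promoter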
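Quantitative HTS used a cell-based reporter: Huh7 cells stably bearing the NPC1 promoter upstream of luciferase were treated with compounds for 24 h, and promoter activation was read as luminescence.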
ELG1 genotox – inducers of genotoxicity in HEK293T ELG1-luciferase cells. HEK293T ELG1-luciferase reporter, luminescence, 16 h. Potency, µM (top dose mostly 46 µM), inactives show top-dose activity change, positive = activation, hits mostly activators. 330,000 compounds, 1.3% hits; note: % of control where 0% means no effect; nearly all actives have a fitted effect of over 60% in size
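16 hr compound incubation (37 °C, 5% CO2) of HEK293T cells carrying luciferase-tagged ELG1; luciferase then measured by ONE-Glo luminescence after 30 min at RT.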
MBNL1-CUG inh – blocks human MBNL1 binding to CUG repeat RNA; Q9NR56; TR-FRET MBNL1-His/biotin-(CUG)12 binding, 665/545 ratio; Potency, µM (doses to about 57.5 µM), for inactives: at the top dose activity change, negative = inhibition, usual class: inhibitors; 280,000 compounds, 0.036% hits; active = well fitted inhibition curve with a large enough effect in the signal ratio, with a control signal flat, not every such curve was filed as active; inconclusive = small, poorly fitted or top-dose-only effect, or effect the other way, or a change in a side signal; inactive = no such curve, though single readings can be large or run the other way; the % refers to the signal ratio; note: % is set by controls: 0 for no effect and ±100 for the full control effect
Target sequence (Q9NR56 whole entry, looked up): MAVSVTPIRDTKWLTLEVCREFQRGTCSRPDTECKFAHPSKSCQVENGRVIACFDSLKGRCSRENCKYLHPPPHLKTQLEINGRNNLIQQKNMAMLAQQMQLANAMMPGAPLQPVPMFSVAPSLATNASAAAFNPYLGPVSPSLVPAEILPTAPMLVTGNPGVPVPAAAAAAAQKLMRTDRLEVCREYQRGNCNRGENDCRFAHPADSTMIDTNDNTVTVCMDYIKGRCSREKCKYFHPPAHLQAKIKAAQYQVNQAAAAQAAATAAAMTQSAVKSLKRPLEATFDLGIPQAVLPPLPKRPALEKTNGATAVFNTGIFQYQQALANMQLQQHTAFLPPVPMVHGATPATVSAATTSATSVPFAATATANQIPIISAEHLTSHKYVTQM
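MBNL1-His + Biotin-(CUG)12, cpd titration 92 nM–58 uM; Tb anti-His Ab 0.055 ng/ul, SA-XL665 5 nM (final); 60 min RT; ratiometric 665/545 nm, Ex 340 nm; normalized to buffer and full-complex controls.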
Gal4-VP16 FLuc – inhibits Gal4-VP16 luciferase reporter, ROR gamma counter-screen | Drosophila S2 Gal4-VP16 UAS-luciferase, luminescence, 20 h | 310,000 compounds, 3.5% hits | Potency, µM (top dose mostly 53.6 µM), for the others: at the highest dose activity, negative = inhibition, actives largely listed as inhibitors;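 note: Gal4-VP16 expression switched on by copper sulfate through the metallothionein promoter; % is set by controls: 0 for no effect and ±100 for the full control effect; nearly all actives have a fitted effect of over 50% in size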
Rab9 prom act – activates the Rab9 promoter | Huh7 Rab9 promoter-luciferase reporter, luminescence, 24 h | Potency, µM (top dose mostly 9.22 µM), for inactives: top-dose activation, negative = inhibition, most hits filed as activators | 320,000 compounds, 2.8% hits; note: % of control where 0% means no effect; nearly all actives have a fitted effect of over 60% in size
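Luminescence from Amplite-detected luciferase (10 minutes, ambient) reports Rab9 promoter activation. Before that, stable Rab9-luciferase Huh7 cells (1500/well, reduced-serum OP-MEM I plus 10% FBS) were exposed to compound for 24 hours at 37C.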
p53 reactivator – re-activators of mutant p53 | 320,000 compounds, 0.063% hits | H1299 p53-A138V BP100-luciferase reporter, luminescence, 24 h | Potency, µM (doses to about 92.2 µM), for inactives: at the highest dose activity change, positive = activation, hits mostly activators | AID 504706; note: % of control where 0% means no effect; nearly all actives have a fitted effect of over 45% in size
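H1299 (p53-null), stable ts p53-A138V + BP100-Luc; 1000 cells/well, Opti-MEM/10% FBS; cpd 4 pt, 1:5; 24 h, 37 deg C, 5% CO2; detection reagent 10 min RT; luminescence.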
The depositor's hits bear a star; ? = inconclusive; . = not tested or not shown; [ ] = remark or other dose. Unless noted, calls come from the whole dose curve; as a rule, active = well fitted curve in the direction sought with a large enough effect; inconclusive = small, poorly fitted or top-dose-only effect, or another doubt; inactive = no such curve, though single readings can be large; an effect the other way counts as inactive or inconclusive. Potency is the fitted concentration of half-maximal effect.

Preview:
SMILES	FLuc modulator	BRCA1 expr act	RORg inh	uPA surface inh	NPC1 promoter act	ELG1 genotox	MBNL1-CUG inh	Gal4-VP16 FLuc	Rab9 prom act	p53 reactivator
O=C(CSc1cn(CCNC(=O)c2c(F)cccc2F)c2ccccc12)NCC1CCCO1 (stereo unspecified)	-0.4%	-2.9%	31.7%	12.4%	-3.5%	-17.0%	-8.9%	9.0%	-3.0%	-4.3%
O=C(NCc1ccc(Cl)cc1)C1CCC(=O)N(C2CC2)C1 (stereo unspecified)	0.6%	14.2%	10.0%	1.7%	5.6%	-0.2%	0.2%	-2.5%	3.4%	8.9%

All compounds of this part, from the start:
SMILES	FLuc modulator	BRCA1 expr act	RORg inh	uPA surface inh	NPC1 promoter act	ELG1 genotox	MBNL1-CUG inh	Gal4-VP16 FLuc	Rab9 prom act	p53 reactivator
O=C(CSc1cn(CCNC(=O)c2c(F)cccc2F)c2ccccc12)NCC1CCCO1 (stereo unspecified)	-0.4%	-2.9%	31.7%	12.4%	-3.5%	-17.0%	-8.9%	9.0%	-3.0%	-4.3%
O=C(NCc1ccc(Cl)cc1)C1CCC(=O)N(C2CC2)C1 (stereo unspecified)	0.6%	14.2%	10.0%	1.7%	5.6%	-0.2%	0.2%	-2.5%	3.4%	8.9%
Cc1ccccc1Nc1c(-c2ccncc2)nc2ccc(Br)cn12	2.6%	-17.9%	-12.3%[10 µM]	-2.2%	-0.3%	-5.4%	.	0.3%	1.9%	-1.3%
CCN1CCN(c2ccc(S(=O)(=O)N3CCCCC3)cc2NC(=O)c2sccc2C)CC1	3.8%	-13.4%	.	-5.2%	0.3%	1.6%	.	.	-1.5%	-5.2%
O=C(c1ccco1)N1CCN(C(=O)c2cc(-c3ccccn3)nc3ccc(Cl)cc23)CC1	19µM*	-39.3%	5.7%	1.1%	-2.6%	-11.9%	8.3%	-3.4%	-9.3%	-8.5%
O=S(=O)(Cc1cc(Sc2ccc(Cl)cc2)nc(-c2ccccc2)n1)c1ccccc1	-0.3%	-37.9%	3.0%	6.6%	-6.0%	-2.1%	2.4%	4.1%	-0.4%	0.8%
CCNc1nc(NCC)n2c(SCC(=O)Nc3ccc(F)cc3[N+](=O)[O-])nnc2n1	0.0%	-7.9%	-12.9%	15.9%	-3.2%	-2.3%	18.8%	-6.7%	-11.2%	-2.3%
On1c(-c2ccccc2Cl)nc2ccccc21	-9.8%	11.7%	8.5%	1.9%	-1.1%	1.9%	-7.1%	-0.9%	0.0%	2.4%
COC(=O)Cc1coc2cc(OC)ccc12	-10.0%	5.9%	.	10.1%	-4.6%	4.4%	.	.	-0.7%	9.8%
O=C(O)c1cccc(Nc2ccc([N+](=O)[O-])c3nonc23)c1	-18.2%	-2.9%	-10.8%	4.4%	-1.9%	-2.1%	?	-2.8%	-2.6%	11.4%
Oc1cccc(CN2CCCCC2)c1	-0.9%	-1.2%	2.7%	-3.6%	-2.9%	-0.9%	4.4%	-23.6%	-0.2%	1.2%
O=C(COC(=O)c1ccc(O)cc1O)NC(=O)NCc1ccccc1	1.7%	-18.3%	.	-2.8%	-1.6%	0.7%	.	.	1.3%	-7.3%
COc1ccc(C/C(N)=N/OC(=O)c2cccc([N+](=O)[O-])c2)cc1	4.3%	-7.5%	2.4%	-1.2%	-1.8%	-3.4%	?	-28.0%	-1.5%	2.7%
Cc1ccc(C(=S)N2CCN(Cc3ccccc3)CC2)s1	?	-9.1%	-33.0%	7.3%	-3.6%	-4.6%	-6.4%	-10.2%	1.6%	-1.6%
COc1ccc(NC(=O)C2CCCCN2S(=O)(=O)c2ccc(F)cc2)cc1 (stereo unspecified)	-2.8%	-7.3%	-1.5%	7.1%	-0.8%	5.7%	-2.6%	-21.3%	-0.6%	-6.1%
CC(=O)c1c(C)nn(CC(=O)NC2CCCN(Cc3ccc(CC(C)C)cc3)C2)c1C (stereo unspecified)	-5.3%	-35.3%	9.1%	-14.1%	-7.9%	-9.3%	-2.2%	-4.1%	-9.3%	-0.8%
Cc1ccc(-c2ccccc2[C@@H]2C[C@H]3CN(C)C(=O)[C@]34CCCN24)o1	-0.9%	-3.1%	-16.3%	-0.5%	0.7%	6.6%	-10.1%	16.5%	-8.8%	2.5%
COc1ccc(C2c3ccc4ccccc4c3Oc3ncn(CCN(C)C)c(=N)c32)cc1 (stereo unspecified)	4.5%	-33.5%	31.6µM*	-2.1%	-0.1%	4.0%	0.1%	?	0.6%[1.84 µM]	-1.6%
NS(=O)(=O)c1ccc(N=Nc2c(-c3ccccc3)[nH]n(-c3nc(-c4ccccc4)cs3)c2=O)cc1	0.3%	-71.3%	43.0%	-5.9%	-12.6%	-13.9%	4.6%	-1.2%	-13.3%	17.2%
O=C(NCc1cccc(C(F)(F)F)c1)N1CCN(C(=O)c2ccccc2)CC1	.	-9.1%	.	0.7%	.	11.7%	.	.	.	1.5%
COc1ccccc1-n1c(CNC(=O)c2ccco2)nnc1SCC(=O)Nc1nccs1	-1.9%	-3.8%	-1.6%	-25.7%	-1.9%	7.6%	-5.4%	-3.0%	-4.0%	6.6%
CN(Cc1ccccc1)C(=O)CC(c1ccccc1)c1cc(Cl)ccc1O (stereo unspecified)	1.6%	-80.7%	?	6.9%	0.3%	-16.6%	-13.4%	0.5%	5.5%	-2.9%
Cc1c(Cl)cccc1NC(=S)NCCc1ccc(Cl)cc1	1.3%	20.7%	5.62µM*	3.4%	-1.3%	-4.3%	-4.1%	3.16µM*	3.6%	.
CCOC1(c2ccccc2)OC(=O)c2ccccc21 (stereo unspecified)	5.4%	3.8%	0.0%	4.8%	-6.1%	0.0%	-6.2%	-7.6%	-3.9%	5.4%
COc1ccc2cnn(CCOc3ccccc3)c(=O)c2c1OC	4.78µM*	?	-42.4%	-5.3%	0.794µM*	?	9.4%	-25.4%	0.562µM*	27.4%
Cc1ccc(CS(=O)(=O)CC(C)(O)c2ccc(Cl)cc2)cc1 (stereo unspecified)	0.9%	8.1%	22.3%	0.7%	-0.3%	-1.5%	8.7%	9.1%	-2.2%	3.3%
Cc1ccc(/C=C2\SC(=S)N(CCCC(=O)Nc3nccs3)C2=O)cc1	-0.4%	-29.5%	20.5%	-3.1%	0.8%	1.7%	-27.5%	-0.6%	-8.6%	-1.9%
Cc1cc(F)ccc1S(=O)(=O)N1CCCOC1CNC(=O)C(=O)NC1CCCC1 (stereo unspecified)	0.9%	-3.9%	-1.1%	2.4%	-1.1%	-1.7%	-0.6%	-16.5%	0.5%	16.3%
COc1ccc(NC(=S)NCc2cccs2)cc1OC	2.8%	-9.1%	12.6µM*	-5.4%	5.4%	4.0%	-5.0%	-11.0%	-2.0%	-0.7%
Cc1ccccc1NC(=O)CN1C(=O)S/C(=C\c2ccc(-c3cccc(C(=O)O)c3C)o2)C1=O	?	-10.3%	-0.4%	0.0%	14.3%	9.4%	4.0%	-4.0%[10 µM]	0.2%[1.84 µM]	-2.5%

Single entries from the list:
`Cc1c(Cl)cccc1NC(=S)NCCc1ccc(Cl)cc1` in NPC1 promoter act = -1.3%
`COc1ccc2cnn(CCOc3ccccc3)c(=O)c2c1OC` in RORg inh = -42.4%
`Cc1cc(F)ccc1S(=O)(=O)N1CCCOC1CNC(=O)C(=O)NC1CCCC1` (stereo unspecified) in FLuc modulator = 0.9%

Following part
SMILES	FLuc modulator	BRCA1 expr act	RORg inh	uPA surface inh	NPC1 promoter act	ELG1 genotox	MBNL1-CUG inh	Gal4-VP16 FLuc	Rab9 prom act	p53 reactivator
CCc1cccc(NC(=O)C2CCCC2)c1	-15.8%	-0.8%	12.5%	3.5%	0.3%	12.8%	6.1%	15.5%	1.6%	4.1%
CCOc1cc(/C=N/NC(N)=O)cc(Br)c1OCc1ccccc1	-0.5%	-36.6%	-12.4%	1.5%	-5.5%	0.0%	-10.4%	-5.4%	-0.9%	2.5%
CCc1cc(C(=O)Nc2ncccc2O)sc1C	1.35µM*	-23.3%	7.94µM*	23.5%	1.12µM*	0.326µM*	18.5%	10µM*	2.51µM*	2.2%
CC(C)c1ccc(C2C3=C(COC3=O)Nc3cc4c(cc32)OCO4)cc1 (stereo unspecified)	2.9%	-80.2%	0.0%	-3.2%	-14.6%	?	19.2%	-1.4%	-24.2%	4.2%
CC(C)(C)NC(=O)c1ccc(NC(=O)C2COc3ccccc3O2)cc1 (stereo unspecified)	-14.6%	7.1%	36.1%	-2.9%	-4.9%	-2.4%	-5.1%	-2.2%	2.7%	-2.2%
Cc1cc(Br)c(NC(=O)CN2CCCC2)c(Br)c1	?	?	-3.8%	0.9%	23.4%	13.2%	-0.8%	3.9%	?	13.8%
O=C(c1ccc(N2CCCC2=O)cc1)N1CCN(c2ccccc2F)CC1	1.4%	-0.7%	-2.5%	8.1%	0.2%	-0.4%	-2.4%	8.9%	-2.5%	-2.7%
Cc1ccc(OCC(O)Cn2c(N)nc3c2c(=O)n(C)c(=O)n3C)cc1 (stereo unspecified)	0.2%	0.0%	43.5%	-2.1%	-5.9%	-6.3%	-5.2%	-15.9%	-6.2%	0.7%
O=C(Nc1cnccn1)c1ccncc1	-3.7%	-43.7%	-38.6%	.	-0.2%	-14.8%	0.7%	-2.0%	-8.2%	-8.3%
COc1ccc(S(=O)(=O)NCC(c2ccc3c(c2)OCO3)N2CCOCC2)cc1C (stereo unspecified)	11.6%	-20.6%	.	0.1%	2.0%	-1.5%	.	.	-6.4%	3.0%

Bioassay records from PubChem BioAssay.

Compounds were not picked by outcome. Share with any hit: about 13%.
